Screens from PubChem BioAssay.
CHT PAM = allosterically activates the human high affinity choline transporter; 0.49% of 310,000 active; AID 488977; CHT-expressing cells, membrane potential dye, choline EC20; hits give high values; LV-AA mutant CHT in HEK293 cells; B-score at 10 µM;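 active means initial fluorescence not abnormally high and integrated response B-score, plate-corrected, over 3 SD above library mean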
Target sequence (Q9GZV3 whole entry, looked up): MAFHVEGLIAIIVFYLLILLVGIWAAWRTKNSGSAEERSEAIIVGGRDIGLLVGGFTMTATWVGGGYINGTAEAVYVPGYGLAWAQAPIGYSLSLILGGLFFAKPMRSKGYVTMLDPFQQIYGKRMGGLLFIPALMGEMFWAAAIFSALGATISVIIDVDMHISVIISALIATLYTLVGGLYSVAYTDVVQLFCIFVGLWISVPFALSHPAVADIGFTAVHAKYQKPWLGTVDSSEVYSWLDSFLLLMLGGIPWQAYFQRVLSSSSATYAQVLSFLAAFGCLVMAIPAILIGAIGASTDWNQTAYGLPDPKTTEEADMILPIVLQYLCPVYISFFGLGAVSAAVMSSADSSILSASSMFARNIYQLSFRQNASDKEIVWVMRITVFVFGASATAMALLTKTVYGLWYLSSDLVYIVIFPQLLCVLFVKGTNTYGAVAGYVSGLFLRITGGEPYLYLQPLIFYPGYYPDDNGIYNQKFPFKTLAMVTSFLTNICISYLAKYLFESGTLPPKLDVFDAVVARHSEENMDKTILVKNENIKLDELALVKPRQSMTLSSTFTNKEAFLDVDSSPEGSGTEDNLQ
CHT inh = human CHT choline transport inhibition | B-score at 10 µM | Q9GZV3 | AID 488975 | 0.86% of 310,000 active | CHT-expressing cells, membrane potential dye, choline response; hits give low values;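 active means B-score over 3 SD under the library average, and starting fluorescence ratio not unusually high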;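 further: choline stimulus applied at its EC90 after an EC20 pre-addition; B-score computed on integrated fluorescence ratio after choline addition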
The depositor's hits bear a star; i = inactive. Not a hit list; about 1.5% have a hit in one of these screens.

SMILES	CHT PAM	CHT inh
CC(=O)/C(C#N)=C1\NC(=O)C(Cc2ccc(C)c(C)c2)S1 (stereo unspecified)	i	i
O=C(NCc1ccccn1)C(=O)NCC1OCCCN1S(=O)(=O)c1cc(F)ccc1F (stereo unspecified)	i	i
CC1CC(C)(C)NC(=S)N1CCCC(=O)Nc1ccc(Br)cc1 (stereo unspecified)	i	i
Cc1c(C(N)=O)sc2ncn(CC(=O)N(C)C3CCCCC3)c(=O)c12	i	i
O=C(c1cccnc1)N1CCN(C(=O)c2cccc(Cl)c2)CC1	i	i
Cc1ccc(C(=O)NC2CCCc3c2cnn3-c2ccc(F)cc2F)cn1 (stereo unspecified)	i	i
Cc1nnc(SCC(=O)N2CCN(S(=O)(=O)c3ccccc3)CC2)s1	i	i
Cc1ccc(C(=O)COC(=O)C(C)N2C(=O)C3C4CCC(C4)C3C2=O)cc1 (stereo unspecified)	i	i
O=C(/C=C/c1ccccc1)Nc1nnc(SCC(=O)c2ccc3ccccc3c2)s1	i	i
OC(Cn1cccn1)c1ccccc1 (stereo unspecified)	i	i
CS(=O)(=O)c1cnc(-c2ccccc2)nc1Oc1ccc(Cl)cc1	i	i
Cc1cccc(NC2=C(Cl)C(=O)OC2OC(C)C)c1 (stereo unspecified)	i	i
COc1ccc(OC)c(C2=NO[C@@H]3C(=O)N(c4cc(Cl)ccc4OC)C(=O)[C@H]23)c1	i	i
CC1=C(CC(=O)c2ccc(Cl)cc2)C(=O)c2ccccc2C1=O	i	i
Cc1ccc(C)c(N(C(=O)c2csnn2)C(C(=O)NC2CCCCC2)c2ccncc2)c1 (stereo unspecified)	i	i
Cc1cc(C)c2[nH]c(=O)c(CN(CC3CCCO3)C(=O)c3cnccn3)cc2c1 (stereo unspecified)	i	i
Cc1ccc(-c2sc(C(=O)NN)c(C)c2C#N)cc1	i	i
Cc1ccc(C)c(SCC(=O)NCC(c2ccco2)N2CCCCC2)c1 (stereo unspecified)	i	i
O=[N+]([O-])c1cccc(N=Cc2sc3ccccc3c2O)c1	i	i
CCS(=O)(=O)Nc1ccccc1C(N)=O	i	i
Oc1ccc(/C=N/NC(=S)NCCN2CCOCC2)c(O)c1	i	i
O=C(Nc1nnc(-c2ccc(F)cc2)o1)c1ccco1	i	i
COc1ccc(/C=C2/SC(=O)N(CCNC(=O)C3CCCN3C(=O)c3cccs3)C2=O)cc1 (stereo unspecified)	i	i
O=[N+]([O-])c1ccccc1/C=N/Nc1nc(N2CCCC2)nc(N2CCCC2)n1	i	i
CCCC(NC(=O)Cc1c(C)c2cc3c(C)c(C)oc3c(C)c2oc1=O)C(=O)N[C@@H](Cc1ccccc1)C(=O)O (stereo partly specified)	i	i
CCC1C(C#N)=C(N)OC2=C1C(=O)CC(C)(C)C2 (stereo unspecified)	i	i
CC1CC(C(F)(F)F)n2ncc(C(=O)O)c2N1 (stereo unspecified)	i	i
O=C(CCN1C(=O)/C(=C/c2ccc(Cl)cc2)SC1=S)Nc1ccc(C(=O)O)cc1	i	i
CCC1CCCCN1S(=O)(=O)c1ccc(NC(=O)C2CCN(C(=O)c3ccco3)CC2)cc1 (stereo unspecified)	i	i
CC1(C)NC(=O)N(CC(O)CN2CCOCC2)C1=O (stereo unspecified)	i	i
O=C(c1cc(-c2ccco2)on1)N1CCN(C(c2ccccc2)c2ccccc2)CC1	i	i
Cc1ccc(S(=O)(=O)NCc2ccc(C(=O)N(C)CCC#N)cc2)cc1	i	i
Nc1nnc(Cc2ccc(Cl)cc2Cl)s1	i	i
CC(C)(CO)NC(=S)NCc1ccco1	i	i
CN(C)/C=C/C(=O)c1ccc(S(=O)(=O)c2ccccc2)cc1	i	i
CC(C)C1COC(c2cccc3ccccc23)=N1 (stereo unspecified)	i	i
Cc1cccc(N2C(=O)CC(Sc3ncn[nH]3)C2=O)c1 (stereo unspecified)	i	i
COc1cc(CNC2CCCCCCC2)ccc1OCC(N)=O	i	i
Nc1nonc1C(=O)NCCNS(=O)(=O)c1ccc(F)cc1	i	i
O=C(CN1CCN(Cc2ccccc2F)C1=O)NCCc1ccc(Cl)cc1	i	i
COc1ccc2cc3c(N)c(C(=O)N4CCCC4)sc3nc2c1	i	i
CC(CNS(=O)(=O)c1ccccc1)(c1ccccc1)N1CCCCC1 (stereo unspecified)	i	i
Cc1ccccc1NC(=O)CNc1ccccc1C(=O)NCc1ccco1	i	i
COc1ccc([N+](=O)[O-])cc1CSc1ccccn1	i	i
C=C(C)CSc1nc(N)c2c(C)c(C)sc2n1	i	i
C=C(C)c1cccc(C(C)(C)NC(=O)Nc2ncccn2)c1	i	i
COc1ccc(CCNC(=O)c2cc(-c3cc(C)ccc3O)n[nH]2)cc1OC	i	i
O=C(C=C1CCN(c2ncc(C(F)(F)F)cc2Cl)CC1)NNC(=O)Nc1ccc(Cl)cc1	i	i
O=[N+]([O-])c1ccc(NCCNS(=O)(=O)c2ccccc2)c(C(F)(F)F)c1	i	i
COc1ccc(-n2c(N)c(C(=O)NCc3ccco3)c3nc4ccccc4nc32)c(OC)c1	i	i
COc1ccc(Cc2nnc(SCC(=O)NC3CCCCC3)n2C)cc1	i	i
CCc1ccc2[nH]cc(S(=O)(=O)c3ccc(C)c(C)c3)c(=O)c2c1	i	i
CCOC(=O)c1cnc2c(-c3ccc(Cl)cc3)cnn2c1C	i	i
Oc1nc(Nc2ccc(F)cc2)sc1/C=C1\C=Nc2ccccc21	i	i
Cc1ccccc1S(=O)(=O)N1[C@@H](c2ccc(F)cc2)C(C(=O)O)=CC[C@H]1c1ccc(Cl)cc1	i	i
Cc1ccc(C)c(-n2ccnc2SCC(=O)O)c1	i	i
COc1ccc(N2CC(C(=O)Nc3cc(C)on3)CC2=O)cc1 (stereo unspecified)	i	i
COc1ccccc1OCC(=O)Nn1c(=S)[nH]c2ncccc2c1=O	i	i
CSc1ccc(CN(C)Cc2cc(=O)oc3c(C)c(C)ccc23)cc1	i	i
Cc1ccc(C(=O)N/N=C/c2ccc(-c3cccc(Cl)c3)o2)cn1	i	i

Some of these compounds in order of molar mass, ascending:
SMILES	CHT PAM	CHT inh
Cc1ccc(C)c(-n2ccnc2SCC(=O)O)c1	i	i
C=C(C)CSc1nc(N)c2c(C)c(C)sc2n1	i	i
COc1ccc([N+](=O)[O-])cc1CSc1ccccn1	i	i
C=C(C)c1cccc(C(C)(C)NC(=O)Nc2ncccn2)c1	i	i
COc1ccc(N2CC(C(=O)Nc3cc(C)on3)CC2=O)cc1 (stereo unspecified)	i	i
CCOC(=O)c1cnc2c(-c3ccc(Cl)cc3)cnn2c1C	i	i
Oc1nc(Nc2ccc(F)cc2)sc1/C=C1\C=Nc2ccccc21	i	i
Cc1ccc(C(=O)N/N=C/c2ccc(-c3cccc(Cl)c3)o2)cn1	i	i
CCc1ccc2[nH]cc(S(=O)(=O)c3ccc(C)c(C)c3)c(=O)c2c1	i	i
COc1ccccc1OCC(=O)Nn1c(=S)[nH]c2ncccc2c1=O	i	i
CC(CNS(=O)(=O)c1ccccc1)(c1ccccc1)N1CCCCC1 (stereo unspecified)	i	i
COc1ccc(CCNC(=O)c2cc(-c3cc(C)ccc3O)n[nH]2)cc1OC	i	i
O=[N+]([O-])c1ccc(NCCNS(=O)(=O)c2ccccc2)c(C(F)(F)F)c1	i	i
COc1ccc(-n2c(N)c(C(=O)NCc3ccco3)c3nc4ccccc4nc32)c(OC)c1	i	i
Cc1ccccc1S(=O)(=O)N1[C@@H](c2ccc(F)cc2)C(C(=O)O)=CC[C@H]1c1ccc(Cl)cc1	i	i
O=C(C=C1CCN(c2ncc(C(F)(F)F)cc2Cl)CC1)NNC(=O)Nc1ccc(Cl)cc1	i	i

At a glance, 2 of the compounds above:
SMILES	CHT PAM	CHT inh
COc1ccc2cc3c(N)c(C(=O)N4CCCC4)sc3nc2c1	i	i
CC(CNS(=O)(=O)c1ccccc1)(c1ccccc1)N1CCCCC1 (stereo unspecified)	i	i

Next part.
SMILES	CHT PAM	CHT inh
CCCN1C(=O)SC(CC(=O)Nc2ccccc2)C1=O (stereo unspecified)	i	i
Cc1ccc2ncc(S(=O)(=O)c3ccccc3)c(N3CCCCC3C)c2c1 (stereo unspecified)	i	-6.2*
COc1ccc(-c2c(C)oc3c(CN4CCOCC4)c(O)ccc3c2=O)cc1	i	i
CSc1cccc(NC(=O)c2cccc3cccnc23)c1	i	i
COc1ccc(Oc2ccccc2/C=N/O)cc1	i	i
COc1cc(C2C(C#N)=C(C)NC3=C2C(=O)CC(C)(C)C3)cc(OC)c1O (stereo unspecified)	i	i
CN(CC(=O)NC1CCCc2ccccc21)C1CCCCC1 (stereo unspecified)	i	i
Cc1nnc(-c2ccc(Cl)cc2)nc1NCCN(C)C	i	i
COc1ccccc1C(=O)NNC1=C(C(=O)C(F)(F)F)CCC1	i	i
COc1ccc(CNC(=O)COc2cc3c(c4oc(=O)cc(C)c24)CCC(C)(C)O3)cc1	i	i
CNC(=O)C1C2C=CC3(O2)C1C(=O)N(CCOC)C3C(=O)NCc1ccc(OC)cc1 (stereo unspecified)	i	i
CCOC(=O)c1ccc(NC(=S)N(CCN2CCCCCC2)Cc2ccco2)cc1	i	i
CCCn1cc2c(c1-c1cccc(C)c1)c(=O)n(C)c(=O)n2C	i	i
CCc1cc(=O)oc2c(C)c(O)c(CN(C)C)cc12	i	i
CC(=O)Nc1nc(N(C)C)nc(N(C)C)n1	i	i
COc1ccc(/C=N/NC(=O)c2ccoc2C)cc1CN1CCN(c2ccc(F)cc2)CC1	i	i
O=C(O)Cc1c(O)ccc2ccccc12	i	i
O=C(Nc1nc(-c2ccccc2)cs1)c1ccccc1F	i	i
NC(=O)COC(=O)c1ccc(-c2ccccc2)cc1	i	i
O=C(c1ccc(NC2=NC3CS(=O)(=O)CC3S2)cc1)N1CCN(c2ccc(F)cc2)CC1 (stereo unspecified)	i	i
COc1cn(-c2ccccc2)nc1C(=O)Nc1ccc(C)cc1Cl	i	i
CN(CCC#N)C(=S)NC(=O)c1ccc(S(=O)(=O)N2CCOCC2)cc1	i	i
CCCc1cc(C(=O)N2CCCC(N3CCN(c4ccccc4C)CC3)C2)n(C)n1 (stereo unspecified)	i	i
Nc1ccc(C(=O)N/N=C/c2cn(Cc3ccccc3)c3ccccc23)cc1	i	i
CC1(c2nnc(-c3cccc(Cl)c3)o2)CC(c2ccccc2)=NO1 (stereo unspecified)	i	i
O=C1C(=O)c2ccccc2C(O)=C1c1cccc([N+](=O)[O-])c1	i	i
CCOc1ccc(C(C)=O)cc1CN1C(=O)NC2(CCCCCCC2)C1=O	i	i
COC(=O)c1ccc(NC(=O)Cn2nc(-c3ccncc3)nc2SCC(=O)Nc2nccs2)cc1	i	i
CCn1c(SCC(N)=O)nc2c(c1=O)C1(CCCC1)Cc1ccccc1-2	i	i
Cc1cc(-c2csc(NC(=O)c3ccc(=O)n(C)n3)n2)c(C)n1CC1CCCO1 (stereo unspecified)	i	i
CC(C)N1C(=O)S/C(=C/c2cccnc2)C1=O	i	i
C=C1c2cc3c(cc2NC(=S)N1Cc1ccccc1)OCO3	i	i
Nc1nonc1-n1nnc(C(=O)N/N=C/c2ccc(Br)cc2)c1-c1ccc2c(c1)OCO2	i	i
CCN(CC)c1ccc(NC(=O)C2CCCN(S(=O)(=O)c3cnc[nH]3)C2)c(C)c1 (stereo unspecified)	i	i
Cc1cccc(C)c1N(CC(=O)N/N=C/c1cc(Br)c(C)o1)S(C)(=O)=O	i	i
COc1ccccc1/C=N/Nc1cc(C)nc(N2CCOCC2)n1	i	i
CO/N=C/C(=N\Nc1cc(OC)cc(OC)c1)C(=O)c1ccccc1	i	i
CN(C)Cc1ccc(O)c(CCc2ccccc2)n1	i	i
COc1cc(CNCCc2ccc(S(N)(=O)=O)cc2)ccc1OCc1ccc(Cl)cc1	i	i
Cc1ccnc(NS(=O)(=O)c2ccccc2)c1	i	i
O=C(CNC(=O)c1cccs1)N=Nc1c(O)[nH]c2ccc([N+](=O)[O-])cc12	i	i
COc1ccccc1CNC(=O)CS(=O)Cc1nc(-c2ccccc2C)oc1C (stereo unspecified)	i	i
Nc1ccc(C(=O)OCC(=O)NC2CCS(=O)(=O)C2)cc1[N+](=O)[O-] (stereo unspecified)	i	i
COc1cc(C2C(C#N)=C(N)Oc3cc(C)oc(=O)c32)cc(OC)c1OC (stereo unspecified)	i	i
O=c1cc(CO)oc(CN2CCN(c3cccc(C(F)(F)F)c3)CC2)c1O	i	i
Clc1ccc(C2=NN=C3COc4ccccc4N3C2)cc1	i	i
COc1cc(C2C3=C(CCCC3=O)OC3=C2C(=O)CCC3)ccc1OCC(=O)Nc1ccccc1	i	i
Fc1cccc(COc2ccccc2CNc2ccccc2)c1	i	i
Cc1ccc(-n2c(C)cc(/C=C3\NC(=O)NC3=O)c2C)c(C)c1	i	i
COC(=O)C1=C(C)N(C2CCCCC2)C(=O)C1	i	i
CC(=O)Nc1ccc(NC(=O)C(C)OC(=O)/C(C#N)=C/c2ccc(N(C)C)cc2)cc1 (stereo unspecified)	i	i
CS(=O)(=O)N1CCC(C(=O)Nc2ccc(Oc3ccccc3)cc2)CC1	i	i
Cc1cccc(OCc2nnc(SCc3nc4ccccc4c(=O)[nH]3)o2)c1	i	i
Cc1ccc(-n2nc(C)c(Sc3ccccc3[N+](=O)[O-])c2N)cc1	i	i
COc1ccc(C(=O)CSc2nccn2C)c(OC)c1	i	i
Cc1ccccc1OCC(=O)OCC(=O)c1ccc(OC(=O)c2ccccc2)cc1	i	i
CCCCCn1c(N2CCOCC2)nc2c1c(=O)n(CC(N)=O)c(=O)n2C	i	i
OCC(O)/C=N/Nc1nc(N2CCCCC2)nc(N2CCCCC2)n1 (stereo unspecified)	i	i
Cc1nn(Cc2ccc(Cl)cc2Cl)c(Cl)c1/C=N/NC(=O)CNc1cccc(C(F)(F)F)c1	i	i
Cc1ccc(CSc2nnc(-c3ccncc3)n2CC2CCCO2)cc1 (stereo unspecified)	i	i
COc1cccc(C(CC(=O)O)NS(=O)(=O)c2ccc3c(c2)N(C(C)=O)CC(C)O3)c1 (stereo unspecified)	i	i
COC(=O)Cn1ccc(N(C)C)c(C#N)c1=O	i	-15*
CC[C@@]12C(=O)N(c3cccc(Br)c3)C(=O)N1[C@H](c1ccc(Cl)cc1)[C@@H]1C(=O)N(C3CCCCC3)C(=O)[C@@H]12	i	i
